PP5 primary: blocks human protein phosphatase 5 activity; purified PP5c, OMFP substrate fluorescence; AID 1987; actives 0.18% (n = 320,000); inhibition, % at 6.7 µM; P53041;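 active = inhibition above the campaign's mean inhibition across all tested compounds plus 3 SD, cut at about 9.5% in these data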;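 note: 0% = DMSO only and 100% = 100 µM cantharidin control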
TPT1 inh: blocks Candida albicans tRNA 2'-phosphotransferase; inhibition, % at 5 µM; actives 0.81% (n = 300,000); recombinant caTPT1, FP RNA substrate dephosphorylation;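 active = inhibition above the mean of all tested compounds plus 3 SD, set per screening campaign, cut at about 24% in these data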;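 note: plate controls were DMSO alone for no effect and ferristatin control at 100 nM for full effect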
CR mimetic SO: caloric restriction mimetics inhibiting age-related superoxide in yeast; AID 2690; S. cerevisiae aged cells, superoxide DHE fluorescence; hits give low values; superoxide response (% of plate mean), % at 10 µM; actives 0.18% (n = 330,000);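 active = superoxide response under a set limit, about three screen SD below normal, cut at about 65% in these data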;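 note: yeast aged for seven days with compound at 30 °C before DHE staining; 100% = average MFI of all compound-treated wells on the plate with controls excluded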
Fh CTSL1 inh: counter-screen for PFM18AAP inhibitors: inhibitors of F. hepatica cathepsin L1 | recombinant F. hepatica cathepsin L1, Z-Leu-Arg-MCA fluorescence | inhibition, % at 5.96 µM | actives 0.49% (n = 300,000) | AID 1906;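 active = inhibition above the mean of all tested compounds plus 3 SD, set per screening campaign, cut at about 17% in these data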;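 note: 0% = plate median of test compound wells and 100% = 1 µM Z-Phe-Ala-diazomethylketone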
HCV core dimer: blocks dimerization of HCV core protein; TR-FRET GST/Flag-core106 dimerization, 1536-well; inhibition, % at 5 µM; actives 0.33% (n = 300,000);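 active = inhibition above the mean of all tested compounds plus 3 SD, set per screening campaign, cut at about 45% in these data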
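Assay system: tagged HCV core106 pair (GST and Flag); medium: KF-containing HEPES buffer, pH 7.45, DTT, CHAPS, BSA; also added: Eu donor and XL665 acceptor anti-tag antibodies; dosing: 5 µM single dose; timing: compound-protein-antibody incubation 4 h at 22.5 °C; signal: TR-FRET 671 and 617 nm emission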
PP1 counter: PP1-alpha (human) inhibition in PP5 counter-screen; purified PP1alpha, OMFP fluorescence; actives 0.9% (n = 320,000); inhibition, % at 6.7 µM; P62136; AID 2235;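 active = inhibition above the mean inhibition of all tested compounds plus 3 SD, computed separately for each screening campaign, cut at about 15% in these data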
Target sequence (P62136 whole entry, looked up): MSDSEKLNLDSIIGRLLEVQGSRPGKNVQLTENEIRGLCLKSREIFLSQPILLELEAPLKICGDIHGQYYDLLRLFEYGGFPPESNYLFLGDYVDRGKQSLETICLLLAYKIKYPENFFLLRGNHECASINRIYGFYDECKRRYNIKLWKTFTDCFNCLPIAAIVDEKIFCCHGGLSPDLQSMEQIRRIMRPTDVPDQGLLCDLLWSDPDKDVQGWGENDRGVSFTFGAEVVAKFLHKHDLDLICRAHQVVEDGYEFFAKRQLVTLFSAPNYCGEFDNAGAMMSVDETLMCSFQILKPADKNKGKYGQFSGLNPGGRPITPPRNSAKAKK
JMJD2C inh: human JMJD2C demethylase inhibition; Q9H3R0; GST-JMJD2C(1-420) H3K9me3 demethylation, DELFIA europium; inhibition, % at 2.35 µM; actives 0.069% (n = 330,000); AID 2099;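 active = more than half of a compound's replicate wells show inhibition beyond 50%, single wells judged on their own value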;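 note: signal counts dimethyl H3K9 product captured on neutravidin plate; 0% = median of DMSO wells and 100% = 0.3 times that DMSO median; strong numbers were not always called active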
Target sequence (Q9H3R0 1-420 limits assumed): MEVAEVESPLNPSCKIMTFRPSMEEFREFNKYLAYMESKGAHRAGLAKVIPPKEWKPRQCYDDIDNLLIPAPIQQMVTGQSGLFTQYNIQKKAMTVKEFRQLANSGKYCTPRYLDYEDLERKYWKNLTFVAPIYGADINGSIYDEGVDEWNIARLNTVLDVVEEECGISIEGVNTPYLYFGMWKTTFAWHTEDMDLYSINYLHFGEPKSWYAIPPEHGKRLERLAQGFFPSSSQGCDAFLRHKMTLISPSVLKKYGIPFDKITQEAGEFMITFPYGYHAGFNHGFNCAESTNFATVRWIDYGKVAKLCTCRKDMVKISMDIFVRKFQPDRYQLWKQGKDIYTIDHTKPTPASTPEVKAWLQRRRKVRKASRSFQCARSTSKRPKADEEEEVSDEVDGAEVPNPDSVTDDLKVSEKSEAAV
EBNA-1 inh: blocks EBNA-1 binding to DNA | actives 0.34% (n = 300,000) | EBNA-1 DNA binding, fluorescence polarization | inhibition, % at 14.8 µM | AID 1950; in the data active = inhibition above about 28%
ZTA counter: blocks Epstein-Barr virus ZTA, an EBNA-1 counter-screen; ZTA-DNA binding, fluorescence polarization; inhibition, % at 11 µM; actives 0.15% (n = 320,000); AID 2234; P03206; in the data active = inhibition above about 33%
Target sequence (P03206 whole entry, looked up): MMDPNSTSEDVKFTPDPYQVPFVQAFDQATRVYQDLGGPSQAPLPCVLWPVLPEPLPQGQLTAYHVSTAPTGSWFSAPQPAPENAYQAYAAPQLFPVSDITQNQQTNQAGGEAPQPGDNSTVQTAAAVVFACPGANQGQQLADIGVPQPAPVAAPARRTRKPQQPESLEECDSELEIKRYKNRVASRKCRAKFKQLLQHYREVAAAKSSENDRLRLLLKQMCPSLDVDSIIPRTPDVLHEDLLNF
An asterisk follows results filed as active; nt = not tested or not shown.

1	O=C1NCCc2c1[nH]c1ccccc21
2	COc1ccc(CN(C(=O)CN2C(=O)NC3(CCC(C)CC3)C2=O)C(C)Cc2cccs2)cc1 (configuration not stated)
3	N=C1C(c2ccccc2)=C(O)CN1c1cccc2ccccc12
4	Cc1cc(C)c2[nH]c(=O)c(CN(Cc3ccco3)C(=O)C3CCCO3)cc2c1 (configuration not stated)
5	Cc1c(N=NC2=C(O)CC(C)(C)CC2=O)c(=O)n(-c2ccccc2)n1C

assay / compound | 1 | 2 | 3 | 4 | 5
PP5 primary | -1.5 | 2.8 | 0.7 | 1.1 | 3.8
TPT1 inh | -2 | nt | 1 | 3 | 4
CR mimetic SO | 94 | 97 | 103 | 97 | 101
Fh CTSL1 inh | 0 | nt | 0 | 0 | 2
HCV core dimer | 0 | nt | 1 | 3 | 2
PP1 counter | 0 | 5 | -4 | 10 | -1
JMJD2C inh | 0 | 3 | 8 | -4 | -12
EBNA-1 inh | -4 | nt | 2 | 3 | -20
ZTA counter | -13 | -10 | -18 | 19 | -14

6	Cc1cccc(-c2noc(-c3ccno3)n2)c1
7	COc1ccc(N2CCN(C(c3cccs3)C(C)NC(=O)c3ccco3)CC2)cc1 (configuration not stated)
8	COc1ccc(CNC(=O)C(C)NS(=O)(=O)c2ccc(C)cc2)cc1 (configuration not stated)
9	COc1cccc(CNC(=O)CSCC(=O)Nc2cc(C)on2)c1
10	COc1c(F)c(F)c(C(=O)Nc2ccc(N3CCN(Cc4ccccc4)CC3)cc2)c(F)c1F

assay / compound | 6 | 7 | 8 | 9 | 10
PP5 primary | -1.2 | 2.5 | -1.9 | 0.5 | 3.8
TPT1 inh | -3 | 2 | -1 | -4 | 3
CR mimetic SO | 94 | 113 | 101 | 102 | 96
Fh CTSL1 inh | 1 | -3 | -1 | -1 | 1
HCV core dimer | -2 | -6 | -3 | -1 | 0
PP1 counter | 1 | 0 | 5 | -7 | 4
JMJD2C inh | -15 | 0 | 9 | 1 | 1
EBNA-1 inh | 9 | 11 | -6 | -9 | -2
ZTA counter | 14 | 15 | 11 | 1 | 15

11	CC(=O)c1ccc(N2CCC(C(=O)O)CC2)cc1
12	Cc1ccc(SCc2ccc(C(=O)Nc3cccnc3)cc2)cc1
13	O=C1C2CCCN2C(c2ccccc2F)N1c1ccc(F)cc1 (configuration not stated)
14	COc1cc(OC)cc(-c2oc(=O)c3cc(OC)c(OC)cc3c2C#CCCCO)c1
15	Cc1cccc2cc(CN(Cc3cccnc3)C(=O)c3cccs3)c3nnnn3c12

assay / compound | 11 | 12 | 13 | 14 | 15
PP5 primary | 2.2 | -0.5 | 0.4 | 3.8 | 0.6
TPT1 inh | -2 | 13 | -3 | nt | 0
CR mimetic SO | 102 | 94 | 92 | 99 | 107
Fh CTSL1 inh | -2 | 4 | 0 | nt | 0
HCV core dimer | -10 | 1 | -1 | nt | 1
PP1 counter | -10 | 5 | 0 | 2 | 4
JMJD2C inh | -18 | 2 | -23 | -1 | -37
EBNA-1 inh | -3 | 1 | -3 | nt | -4
ZTA counter | -9 | 9 | -16 | 0 | -5

16	CCn1cc(S(=O)(=O)Nc2ccc3c(c2)OCCO3)cn1
17	COc1cc2c(cc1OC)CN(C(=S)Nc1ccccc1)CC2
18	CCOc1cc(C2CC(=O)N3CN(C4CCCCC4)CSC3=C2C#N)ccc1O (configuration not stated)
19	COc1cccc(C(=O)NC2CCCc3ccccc32)c1 (configuration not stated)
20	C/C(CCc1ccco1)=N\NC(=O)CNc1c(Br)cc(Br)cc1Br

assay / compound | 16 | 17 | 18 | 19 | 20
PP5 primary | -0.3 | 2.5 | 2.8 | -6.8 | 0.7
TPT1 inh | 2 | -4 | 0 | 1 | 1
CR mimetic SO | 108 | 91 | 113 | 107 | 94
Fh CTSL1 inh | 7 | -7 | 80* | 5 | -1
HCV core dimer | -1 | -4 | -5 | -11 | 8
PP1 counter | 0 | -4 | 3 | -2 | 0
JMJD2C inh | -1 | 4 | -12 | -1 | 7
EBNA-1 inh | -7 | 4 | 6 | -14 | 11
ZTA counter | -4 | 6 | 18 | 0 | 2

21	O=C(CNC(=O)c1ccc(Cl)cc1)c1ccc(Br)cc1
22	O=C(Nc1cc(=O)[nH]c2ncnn12)c1ccc(Cl)cc1Cl
23	CC(=O)c1sc(NC(=O)CSCc2c(C)noc2C)nc1-c1ccccc1
24	O=S(=O)(NCCc1ccccn1)c1ccc(OC(F)(F)F)cc1
25	Cc1ccc2c(c1)[C@@H]1CN(C)CC[C@@H]1N2S(=O)(=O)c1ccc([N+](=O)[O-])cc1

assay / compound | 21 | 22 | 23 | 24 | 25
PP5 primary | 2.8 | -0.8 | 2.5 | 1.2 | 5.4
TPT1 inh | -1 | 6 | nt | -1 | 2
CR mimetic SO | 101 | 96 | 87 | 113 | 130
Fh CTSL1 inh | 0 | 2 | nt | -3 | -2
HCV core dimer | 6 | 3 | nt | -11 | -3
PP1 counter | -1 | -4 | 1 | -1 | -5
JMJD2C inh | 3 | 18 | 1 | 1 | -9
EBNA-1 inh | -12 | -1 | nt | 0 | -3
ZTA counter | -7 | -1 | -9 | -9 | -8

26	COc1cccc(CN2C(=O)[C@H]3Cc4c([nH]c5ccccc45)C(C)(C)N3C2=O)c1
27	CC1(OC(=O)c2ccco2)C(=O)C=C2C=C(c3ccsc3)OC=C2C1=O (configuration not stated)
28	CN1C(=O)C(O)(CC(=O)c2ccc(F)cc2)c2cc(Br)ccc21 (configuration not stated)
29	Cc1c(NC(=O)C(C)OC(=O)c2ccc(Cl)nc2)c(=O)n(-c2ccccc2)n1C (configuration not stated)
30	CCc1ccc(NC(=O)/C(C#N)=C/c2cn(CC(=O)O)c3ccccc23)cc1

assay / compound | 26 | 27 | 28 | 29 | 30
PP5 primary | 4.2 | 1.1 | 3.5 | -1.4 | 0.0
TPT1 inh | 3 | 15 | -2 | 1 | 5
CR mimetic SO | nt | 102 | 95 | 92 | 102
Fh CTSL1 inh | 2 | -3 | 2 | 8 | 0
HCV core dimer | 3 | -21 | 2 | 2 | 4
PP1 counter | 2 | 18* | -1 | -15 | 0
JMJD2C inh | 17 | 5 | 8 | -13 | 1
EBNA-1 inh | -12 | 8 | 7 | -4 | 1
ZTA counter | -3 | -2 | -7 | -11 | -1

31	O=C(O)c1sccc1S(=O)(=O)N1CCN(c2ccc(C(F)(F)F)cn2)CC1
32	COc1ccc(NC(=O)c2cc3cc(OC)ccc3oc2=O)cc1
33	N/C(=N\OC(=O)CCCc1ccccc1)c1ccccn1
34	N=c1c2c(ncn1CCCO)Oc1ccc3ccccc3c1C2c1ccccc1 (configuration not stated)
35	COc1ccc(CNC(=O)c2ccc3ccccc3n2)cc1

assay / compound | 31 | 32 | 33 | 34 | 35
PP5 primary | 2.1 | 0.6 | 1.6 | 1.0 | 3.8
TPT1 inh | 1 | -3 | -4 | -1 | -5
CR mimetic SO | 109 | 110 | 80 | 110 | 92
Fh CTSL1 inh | 0 | 5 | -49 | 0 | -2
HCV core dimer | 1 | 0 | -11 | -1 | 0
PP1 counter | 1 | -2 | 2 | 5 | 17*
JMJD2C inh | -15 | 8 | -6 | 9 | 1
EBNA-1 inh | -6 | 11 | 1 | 2 | -15
ZTA counter | -11 | 13 | -19 | -6 | -21

The list goes on, overlapping the part above by 4 compounds.
32	COc1ccc(NC(=O)c2cc3cc(OC)ccc3oc2=O)cc1
33	N/C(=N\OC(=O)CCCc1ccccc1)c1ccccn1
34	N=c1c2c(ncn1CCCO)Oc1ccc3ccccc3c1C2c1ccccc1 (configuration not stated)
35	COc1ccc(CNC(=O)c2ccc3ccccc3n2)cc1
36	Cc1cccc2nc(CSc3nnc4ccccn34)cn12
37	CC(NC(=O)C1CCN(S(=O)(=O)c2cc([N+](=O)[O-])ccc2Cl)CC1)c1ccccc1 (configuration not stated)
38	CCOC(=O)COn1c(=O)c[n+]([O-])c2ccccc21
39	CC1Cc2nc(SCC(=O)Nc3ccc(F)cc3)n(C)c(=O)c2S1 (configuration not stated)
40	Cc1cc(C)cc(NC(=O)Nc2ccc3c(c2)CCC3)c1

assay / compound | 32 | 33 | 34 | 35 | 36 | 37 | 38 | 39 | 40
PP5 primary | 0.6 | 1.6 | 1.0 | 3.8 | 9.1 | 0.7 | 1.4 | 4.1 | 4.3
TPT1 inh | -3 | -4 | -1 | -5 | 0 | 0 | 11 | 0 | 1
CR mimetic SO | 110 | 80 | 110 | 92 | 95 | 96 | 94 | 97 | 98
Fh CTSL1 inh | 5 | -49 | 0 | -2 | 3 | 4 | 5 | 1 | 1
HCV core dimer | 0 | -11 | -1 | 0 | 0 | 5 | -3 | 10 | 4
PP1 counter | -2 | 2 | 5 | 17* | -4 | 1 | -1 | -1 | 5
JMJD2C inh | 8 | -6 | 9 | 1 | -6 | 4 | -4 | 9 | 6
EBNA-1 inh | 11 | 1 | 2 | -15 | -6 | -4 | -1 | -5 | 12
ZTA counter | 13 | -19 | -6 | -21 | -14 | -12 | -7 | -4 | 9

41	O=C(CSc1nc(=O)n2ccccc2n1)NC1CCCCC1
42	CC(C)CN(C(=O)c1ccc(N2CCCC2=O)cc1)c1c(N)n(Cc2ccccc2)c(=O)[nH]c1=O
43	CCOC(=O)C1=C(C)NC2=C(C(=O)CCC2)C1c1cccnc1 (configuration not stated)
44	CCOC(=O)c1cc2c(ccn2C)n1CC(=O)Nc1ccc(F)cc1
45	CCOc1ccc(C(C)=O)cc1CSc1nc(C)cc(C)n1

assay / compound | 41 | 42 | 43 | 44 | 45
PP5 primary | 2.3 | 1.0 | 0.1 | -0.2 | 2.1
TPT1 inh | -4 | nt | 2 | -3 | -1
CR mimetic SO | 93 | 127 | 108 | 113 | 102
Fh CTSL1 inh | 1 | nt | 2 | 3 | -3
HCV core dimer | -11 | nt | -4 | 2 | -4
PP1 counter | -3 | -1 | 1 | -2 | -3
JMJD2C inh | -1 | 41 | 4 | -3 | -7
EBNA-1 inh | -5 | nt | 6 | 8 | 2
ZTA counter | -15 | 9 | 6 | 16 | -4

46	CCOCCCNc1c(CC)c(C)c(C#N)c2nc3ccccc3n12
47	Cc1sc(NC(=O)c2cccs2)c(C(N)=O)c1C
48	O=C(CC1C=Cc2ccccc2N1C(=O)c1ccccc1)c1ccccc1 (configuration not stated)
49	O=C(Nc1ccccc1N1CCOCC1)C1=NN(c2c(F)c(F)cc(F)c2F)C(=O)CC1
50	O/N=C1/C2C3CC4C5C3C1C5C1(OCCO1)C42 (configuration not stated)
51	O=C(/C=C/c1cn(-c2ccccc2)nc1-c1ccc2c(c1)OCCO2)NCCO
52	Cc1cc(C)c(S(=O)(=O)NCC(=O)NCc2ccccn2)c(C)c1
53	CC(C)N(CCC(=O)c1ccc2ccccc2c1)Cc1ccccc1

assay / compound | 46 | 47 | 48 | 49 | 50 | 51 | 52 | 53
PP5 primary | 1.6 | 1.0 | 3.3 | 1.6 | 0.1 | 1.8 | -1.3 | -0.3
TPT1 inh | 2 | -1 | -2 | nt | -8 | -2 | 1 | -2
CR mimetic SO | 107 | 88 | 103 | 104 | 118 | 95 | 113 | 86
Fh CTSL1 inh | 2 | 1 | -2 | nt | 0 | 1 | -1 | 10
HCV core dimer | 11 | 0 | 11 | nt | 0 | -1 | 2 | 9
PP1 counter | 0 | -2 | 1 | -4 | -4 | 0 | -5 | 1
JMJD2C inh | 13 | 2 | -1 | 4 | -1 | 5 | 19 | 1
EBNA-1 inh | 2 | 2 | -16 | nt | 6 | 4 | -14 | -4
ZTA counter | 12 | -6 | 3 | -12 | -1 | -5 | 0 | -7

Screens as filed in PubChem.
